# AP complement – orthogonal test for alternative complement pathway inhibitors. Human serum alternative complement pathway, LPS-coated ELISA, C3 deposition; tested in compound mixtures. inhibition, % at 5 µM. actives 0.08% (n = 62,000);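 active = inhibition above 30% in each of the two pooled mixtures holding the compound, so the lower value exceeds 30%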;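 also: 0% = serum in Mg-EGTA without compound and 100% = EDTA serum blank; some compounds past the cut are filed as inactive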
#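 Assay system: human serum alternative complement pathway, C3 deposition on LPS-coated wells; Dosing: 5 µM per compound in ten-compound mixtures; Detection: Anti-C3 ELISA, OD 450 nm; Buffer or medium: Mg2+-EGTA GVB++ buffer containing human serum at 1:15 dilution; Timing: 1 h at 37 °C; Replication: two different pools per compound.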
# CatS block – blocks human cathepsin S protease activity | recombinant cathepsin S, AMC dipeptide fluorescence, pooled mixtures | inhibition, %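 (tested at 5 µM per compound within 10-compound mixtures)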 | actives 0.06% (n = 62,000) | AID 501; in the data active = inhibition above about 32%, passing the limit was not always enough;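 also: 0% = enzyme without compound and 100% = blank without enzyme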
# E coli RNAP – Escherichia coli RNA polymerase inhibition; E. coli RNA polymerase, fluorescence transcription assay; actives 0.2% (n = 62,000); inhibition, %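 (tested at 10 µM)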; in the data active = inhibition above about 20%;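 also: 0% = enzyme without compound and 100% = no enzyme blank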
# Target sequence (P0A8V2 whole entry, looked up): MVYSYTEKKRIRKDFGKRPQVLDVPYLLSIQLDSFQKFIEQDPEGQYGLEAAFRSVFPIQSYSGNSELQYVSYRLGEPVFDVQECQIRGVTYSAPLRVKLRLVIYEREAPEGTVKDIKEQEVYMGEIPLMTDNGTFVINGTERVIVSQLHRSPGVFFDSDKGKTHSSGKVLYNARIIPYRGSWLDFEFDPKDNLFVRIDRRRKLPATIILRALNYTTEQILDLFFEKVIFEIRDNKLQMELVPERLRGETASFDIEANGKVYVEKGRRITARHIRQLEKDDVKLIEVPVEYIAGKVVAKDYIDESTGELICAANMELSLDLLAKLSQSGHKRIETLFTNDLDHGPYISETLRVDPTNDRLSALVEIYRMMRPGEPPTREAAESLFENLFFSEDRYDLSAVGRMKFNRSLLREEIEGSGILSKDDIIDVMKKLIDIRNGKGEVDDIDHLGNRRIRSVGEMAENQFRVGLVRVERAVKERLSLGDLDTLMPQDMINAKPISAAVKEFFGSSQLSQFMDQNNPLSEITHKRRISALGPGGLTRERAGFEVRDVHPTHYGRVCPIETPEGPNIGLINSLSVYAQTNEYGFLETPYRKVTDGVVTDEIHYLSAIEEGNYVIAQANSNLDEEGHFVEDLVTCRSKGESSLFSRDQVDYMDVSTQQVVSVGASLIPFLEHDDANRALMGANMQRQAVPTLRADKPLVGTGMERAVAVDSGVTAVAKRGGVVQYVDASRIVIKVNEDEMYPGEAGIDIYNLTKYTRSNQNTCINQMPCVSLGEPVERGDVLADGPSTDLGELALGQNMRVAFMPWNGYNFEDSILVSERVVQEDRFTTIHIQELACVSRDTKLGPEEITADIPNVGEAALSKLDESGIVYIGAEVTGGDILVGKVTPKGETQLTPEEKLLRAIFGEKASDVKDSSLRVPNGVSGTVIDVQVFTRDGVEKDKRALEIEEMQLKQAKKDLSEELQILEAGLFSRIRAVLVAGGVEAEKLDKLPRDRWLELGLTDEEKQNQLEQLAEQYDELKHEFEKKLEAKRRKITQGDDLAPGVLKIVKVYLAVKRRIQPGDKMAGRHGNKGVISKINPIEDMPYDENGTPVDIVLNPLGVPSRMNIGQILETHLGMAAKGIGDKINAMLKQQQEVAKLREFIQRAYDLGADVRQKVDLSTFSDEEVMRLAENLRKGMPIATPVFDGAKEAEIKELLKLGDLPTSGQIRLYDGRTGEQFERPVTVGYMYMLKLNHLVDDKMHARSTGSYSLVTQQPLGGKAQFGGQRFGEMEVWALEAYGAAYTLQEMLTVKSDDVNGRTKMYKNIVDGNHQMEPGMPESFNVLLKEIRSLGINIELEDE
# RORA act – activators of human nuclear receptor RORA. CHO-K1 Gal4-RORA LBD luciferase reporter, luminescence; percent increase over mock-subtracted basal signal. AID 560. actives 1.5% (n = 65,000). activation, % at 10 µM. P35398;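 active = activation above the mean of all tested compounds plus 3 SD, cut at about 49% in these data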;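 also: 0% = DMSO-treated RORA cells and 100% = added signal equal to DMSO minus mock-transfected cells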
# PKA kinase inh – PKA (human) kinase inhibition; P17612; inhibition, % at 6 µM; actives 0.1% (n = 65,000); PKA Kemptide phosphorylation, Kinase-Glo ATP luminescence;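 active = inhibition above the screen-wide mean inhibition plus 3 SD, cut at about 21% in these data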; also: many of its hits are not listed in these tables
# ROCK2 inh – ROCK2 (human) kinase inhibition. O75116. purified ROCK2, Kinase-Glo ATP depletion luminescence. inhibition, % at 6 µM. actives 0.35% (n = 60,000);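 active = inhibition above the screen-wide mean inhibition plus 3 SD, cut at about 18% in these data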;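 also: plate controls were DMSO wells for no effect and Y-27632 control wells after no-enzyme background subtraction for full effect; many of its hits are not listed in these tables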
# JNK3 inh – blocks human JNK3 kinase activity | purified JNK3 kinase activity, HTS | actives 0.61% (n = 60,000) | P53779 | inhibition, % at 8 µM; in the data active = inhibition above about 17%;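 also: 0% = DMSO and 100% = reference inhibitor; many of its hits are not listed in these tables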
# CatB inh – human cathepsin B inhibition | purified cathepsin B, fluorogenic substrate, fluorescence | AID 453 | inhibition, %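 (tested at 10 µM)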 | actives 0.1% (n = 63,000); in the data active = inhibition above about 21%;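 also: 0% = enzyme with no compound and 100% = no enzyme blank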
# CatB mix inh – human cathepsin B inhibition by mixtures; P07858; Purified cathepsin B, AMC dipeptide fluorescence, compound mixtures; inhibition, %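 (ten-compound pools at 5 µM per compound and 50 µM total)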; actives 0.06% (n = 62,000); AID 488; in the data active = inhibition above about 22%, passing the limit was not always enough;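 also: 0% = enzyme without compound and 100% = no enzyme blank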
# Starred values were filed as active, the others as inactive; nt = not tested or not shown. Some of the compounds tested; count on the stated rates, not on these rows.
# The opening two compounds, to show the layout:
SMILES	AP complement	CatS block	E coli RNAP	RORA act	PKA kinase inh	ROCK2 inh	JNK3 inh	CatB inh	CatB mix inh
CCN1CCCC1CNC(=O)c1cc2c(-c3cccc(OC)c3)nn(C)c2s1 (stereo not given)	15	-7	-2	-35	0	0	-2	1	4
Cc1cc(NC(=O)CSc2nnc(Cc3cccn3C)n2CCc2ccccc2)no1	28	21	-3	-11	-4	2	-2	-2	0

# Main list, previewed entries included:
SMILES	AP complement	CatS block	E coli RNAP	RORA act	PKA kinase inh	ROCK2 inh	JNK3 inh	CatB inh	CatB mix inh
CCN1CCCC1CNC(=O)c1cc2c(-c3cccc(OC)c3)nn(C)c2s1 (stereo not given)	15	-7	-2	-35	0	0	-2	1	4
Cc1cc(NC(=O)CSc2nnc(Cc3cccn3C)n2CCc2ccccc2)no1	28	21	-3	-11	-4	2	-2	-2	0
CCn1c(SCc2nc3ccccc3[nH]2)nnc1-c1cnccn1	18	3	4	20	9	4	-2	1	0
Cn1c(CCCCCN)nc2ccccc21	-17	5	2	-2	11	4	-10	8	4
O=C(Cn1cc2c(n1)CCCCC2)NCCN1CCOCC1	12	7	3	-14	-8	-2	3	1	0
O=C(COc1ccc(Cl)cc1Cl)NC1CCSC1=O (stereo not given)	-8	-5	6	23	12	6	1	3	0
CCOc1ccc(NC(=O)CN(C)S(=O)(=O)c2cccs2)cc1	13	-3	12	21	10	nt	nt	6	8
COc1ccc(-n2nc(C(=O)NCC(=O)NCc3ccco3)c3ccccc3c2=O)cc1Cl	9	0	-10	20	-7	-4	3	3	33
Cc1ccc(NC(=O)Cn2c(=O)n(CCCCC(=O)NCc3ccco3)c(=O)c3ccccc32)cc1	14	-1	0	-12	8	3	-2	5	1
Cc1oc2cc(OCC(=O)O)ccc2c(=O)c1Oc1ccccc1	8	-2	10	-10	-2	nt	nt	-1	-3
O=C(COc1ccccc1)n1nc(-c2ccc(Cl)cc2)nc1NCc1ccco1	1	13	8	60*	-2	1	8	4	3
CC(O)CN1C(=O)C(CC(=O)Nc2ccc(Cl)cc2)SC1=Nc1ccccc1 (stereo not given)	-8	9	7	-10	9	nt	nt	8	4
CC(C)C(NC(=O)OCc1ccccc1)C(=O)OCC(=O)N1CCCCC1 (stereo not given)	17	-10	-2	8	3	-2	4	-5	5
O=C1CCCC2=C1C(c1ccc(Br)cc1)c1c([nH]c(=S)[nH]c1=O)N2 (stereo not given)	-4	17	5	-11	0	-1	1	-1	8
CCCN1CC=C2C(C#N)=C(N)C(C#N)(C#N)C(c3cccc(OC)c3OC)C2C1 (stereo not given)	16	1	0	-15	8	4	0	2	3
CC(=O)Nc1nc(CCC(C)C)cc2c1c(=O)oc1ccccc12	7	8	0	-13	-2	-13	-1	-5	-2
CCc1nc(CNC(=O)c2cc(OC)c(OC)c(OC)c2)no1	6	3	7	5	3	6	-6	-1	6
CCCc1nc(SCC(=O)NCc2ccc3c(c2)OCO3)c2c(=O)n(C)c(=O)n(C)c2n1	0	12	8	-6	2	8	0	3	2
Cc1ccc(Cl)cc1N1CCN(Cc2nc3c(c(=O)[nH]c(=O)n3C)n2CCc2ccccc2)CC1	nt	nt	nt	-14	-3	-4	-7	nt	nt
O=C(Nc1nnc(CCc2ccccc2)s1)C1CCCO1 (stereo not given)	8	8	13	0	4	3	-2	2	6
C=CCOc1cccc(C2C(C(=O)c3ccc(C)o3)=C(O)C(=O)N2Cc2ccncc2)c1 (stereo not given)	-5	8	9	6	8	0	2	5	0
CC(C)(C)C(=O)/C=C(\N)c1ccncc1	40*	1	9	-5	0	8	-4	4	5
CCN=C1Cn2c(nc3scc(-c4ccccc4)c3c2=O)CN1CC	-3	2	-1	10	10	7	5	0	-5
COc1ccc(NS(=O)(=O)c2ccc(NS(=O)(=O)c3ccc(C)cc3)cc2)nn1	3	1	-5	6	4	7	-4	2	-4

# 2 entries from above, set out differently:
Cc1oc2cc(OCC(=O)O)ccc2c(=O)c1Oc1ccccc1
  AP complement = 8
  CatS block = -2
  E coli RNAP = 10
  RORA act = -10
  PKA kinase inh = -2
  ROCK2 inh = nt
  JNK3 inh = nt
  CatB inh = -1
  CatB mix inh = -3
O=C(COc1ccccc1)n1nc(-c2ccc(Cl)cc2)nc1NCc1ccco1
  AP complement = 1
  CatS block = 13
  E coli RNAP = 8
  RORA act = 60*
  PKA kinase inh = -2
  ROCK2 inh = 1
  JNK3 inh = 8
  CatB inh = 4
  CatB mix inh = 3

# The list continues.
SMILES	AP complement	CatS block	E coli RNAP	RORA act	PKA kinase inh	ROCK2 inh	JNK3 inh	CatB inh	CatB mix inh
CC1(C)CC(=O)C=C(NCCN2CCN(C(=O)Nc3ccc(Cl)c(Cl)c3)CC2)C1	4	2	5	14	-4	2	0	1	-1
Cc1oc(C)c2c(=O)ccc3c(c12)OC(N)=C(C#N)C3c1ccc(F)cc1 (stereo not given)	6	-1	4	18	3	-2	-6	4	5
COCc1nnc(NC(=O)c2ccc(S(=O)(=O)N(C)c3ccccc3)cc2)o1	17	3	-7	13	2	-3	0	-6	-4
O=C(c1n[nH]c(=O)c2ccccc12)N1CCOCC1	8	-6	4	-10	8	11	-6	1	-7
COCCn1c(C)cc(C(=O)CSc2nnc(-c3cccnc3)n2-c2ccccc2F)c1C	13	-1	10	-1	5	0	-4	6	2
CCCSc1nc(C)c(CC(=O)OCC)c(=O)[nH]1	nt	nt	7	-27	0	-4	2	6	nt
COc1ccc(N2CCN(C(=O)CCNS(=O)(=O)c3ccc(Br)s3)CC2)cc1	-6	11	10	-10	4	2	-3	3	-1
O=C(CSc1nnc(-c2cccs2)n1-c1ccccc1)c1ccc2c(c1)OCCO2	11	0	1	-9	0	2	4	-4	5
CC(=O)Oc1cccc(N2C(=O)C3C(C2=O)C2C=CC3C23CC3)c1 (stereo not given)	24	0	3	-7	6	2	8	4	4
CCC(=O)N1CCc2cc(Br)cc(S(=O)(=O)CCC(=O)NCc3ccco3)c21	8	-3	2	17	5	nt	nt	2	7
O=C(NCc1cn2ccsc2n1)c1cccs1	10	6	7	-12	4	1	-2	0	6
CC(=O)Oc1ccc(-c2nc(-c3cccnc3)no2)cc1	10	-1	4	53*	3	5	5	-3	6
CCN(CC)S(=O)(=O)N1CCC(C(=O)NC(C)CCc2ccccc2)CC1 (stereo not given)	-6	-8	-9	2	5	3	5	2	-4
O=C(O)Cn1c(C(F)(F)F)nc2ccccc21	-4	-2	7	-12	8	4	-2	2	0
Cc1ccc(S(=O)(=O)NC(=NCC(=O)O)c2ccccc2)cc1	1	3	7	7	5	5	2	-3	-4
CCn1c(SCC(=O)Nc2cccc(C(C)=O)c2)nnc1C(C)C	12	3	9	-15	1	0	-2	-6	3
O=C(CSc1ncnc2c1nnn2-c1ccc(F)cc1)NCc1ccco1	1	10	9	-21	10	nt	nt	7	1
O=C(NCc1ccccc1)c1ccc(CN2CCOCC2)cc1	11	-2	11	-1	-5	4	5	0	5
CC1(O)c2ccccc2C(=O)N1CCc1ccccc1F (stereo not given)	5	22	5	26	8	9	0	4	1
CCN(CC)CCCn1c(=S)[nH]c2cc(Cl)ccc2c1=O	4	-4	9	12	-3	nt	nt	4	2
Cc1ccc(Nc2nc(N)nc(CSc3nnnn3-c3ccccc3)n2)cc1	-16	8	-5	8	2	-1	-2	1	5
Fc1ccccc1CSc1nnc(-c2ccccc2)o1	20	-16	2	41	8	-4	10	5	6
O=C1CCC(C(=O)N(Cc2ccco2)C2(C(=O)NC3CCCC3)CCCCC2)N1 (stereo not given)	-3	16	8	-3	6	nt	nt	4	3
CCC(C)[C@H](NC(=O)NCc1ccc(Cl)cc1)C(=O)OC (stereo not given in full)	-4	14	7	-2	4	1	1	0	0

# 7 structures out of the list, ordered by number of heavy atoms, highest first:
SMILES	AP complement	CatS block	E coli RNAP	RORA act	PKA kinase inh	ROCK2 inh	JNK3 inh	CatB inh	CatB mix inh
Cc1cc(NC(=O)CSc2nnc(Cc3cccn3C)n2CCc2ccccc2)no1	28	21	-3	-11	-4	2	-2	-2	0
CCCN1CC=C2C(C#N)=C(N)C(C#N)(C#N)C(c3cccc(OC)c3OC)C2C1 (stereo not given)	16	1	0	-15	8	4	0	2	3
Cc1ccc(Nc2nc(N)nc(CSc3nnnn3-c3ccccc3)n2)cc1	-16	8	-5	8	2	-1	-2	1	5
CC(=O)Nc1nc(CCC(C)C)cc2c1c(=O)oc1ccccc12	7	8	0	-13	-2	-13	-1	-5	-2
CC1(O)c2ccccc2C(=O)N1CCc1ccccc1F (stereo not given)	5	22	5	26	8	9	0	4	1
Fc1ccccc1CSc1nnc(-c2ccccc2)o1	20	-16	2	41	8	-4	10	5	6
CCCSc1nc(C)c(CC(=O)OCC)c(=O)[nH]1	nt	nt	7	-27	0	-4	2	6	nt

# More compounds
SMILES	AP complement	CatS block	E coli RNAP	RORA act	PKA kinase inh	ROCK2 inh	JNK3 inh	CatB inh	CatB mix inh
Cc1nc2sc3c(c2c(=O)o1)CC(C)(C)OC3	nt	nt	8	-5	7	15	1	8	nt
CCCCOC(=O)c1ccc(NC(=O)c2ccoc2C)cc1	12	-9	4	28	0	4	0	-3	3
CCc1cc(C)cc(OCCNC(=O)c2ncn[nH]2)c1	20	-14	6	-12	13	4	5	3	5
CCCNC(=O)CCC(NS(=O)(=O)c1ccc(C)cc1)C(=O)NCCC (stereo not given)	14	-2	5	-7	-2	-1	-14	2	0
Cc1ccc(Nc2nc(CSc3nnc(-c4cccs4)o3)cs2)cc1	9	-11	5	8	8	-1	6	2	7
COc1ncnc2c1N=C1CC(C)(C)CC(N)=C1S2	-2	-5	6	34	3	-1	-12	-2	0
COC(=O)COc1ccc(-c2nn(C)c(=O)c3ccccc23)cc1	10	20	0	-13	0	-6	5	-4	-1
COc1ccc(CN(C(=O)c2cccs2)c2nccs2)cc1OC	10	11	5	7	2	1	-5	1	-7
Cc1nc2ccc(S(=O)(=O)NCC(=O)N3CCC(N4CCCCC4)CC3)cc2s1	11	-5	6	-9	8	6	5	-4	-1
CC(C)OCCCNC(=O)CCc1nc(-c2ccccc2)no1	7	0	10	-6	-6	1	-5	3	4
CCCn1c(SCC(=O)Nc2nnc(CC)s2)nc2c1c(=O)n(C)c(=O)n2C	13	-16	0	-9	5	2	4	3	4
O=C(C1CCCCC1)N1CCC(n2nnc3ccccc32)CC1	13	-8	6	2	4	2	-2	5	0
Cc1oc(C)c(C(=O)NCCCC(=O)O)c1C(=O)NCCCC(=O)O	12	11	8	-3	5	2	-1	4	3
Cc1cc(C)nc(NS(=O)(=O)c2ccc(N)cc2)n1	-2	8	6	-12	-12	-9	3	3	-6
Cc1cc(C)n(C(=O)c2cc3ccccc3c(=O)o2)n1	5	2	3	-8	11	8	4	3	2
CCCS(=O)(=O)N1CCN(S(=O)(=O)c2ccc(F)cc2)CC1	13	-3	3	0	-6	-1	-5	1	6
CCCn1c(SCC(=O)Nc2nnc(C(C)C)s2)nc2c1c(=O)n(C)c(=O)n2C	18	7	2	-20	1	0	8	-3	2

# Screening data deposited in PubChem by several laboratories.
